GPR151 activ: activators of human GPR151, primary screen, cell-based, PathHunter beta-arrestin, luminescence. activation, % at 11.2 µM. 1% of 650,000 active. PathHunter beta-arrestin GPR151 cells. AID 1508602, 2020. G-protein coupled receptor 151 (Homo sapiens), Q8TDV0; in the data active means activation above about 4.9%;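 further: 0% = median of compound wells and 100% = cells with positive control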
Target sequence (Q8TDV0 whole entry, looked up): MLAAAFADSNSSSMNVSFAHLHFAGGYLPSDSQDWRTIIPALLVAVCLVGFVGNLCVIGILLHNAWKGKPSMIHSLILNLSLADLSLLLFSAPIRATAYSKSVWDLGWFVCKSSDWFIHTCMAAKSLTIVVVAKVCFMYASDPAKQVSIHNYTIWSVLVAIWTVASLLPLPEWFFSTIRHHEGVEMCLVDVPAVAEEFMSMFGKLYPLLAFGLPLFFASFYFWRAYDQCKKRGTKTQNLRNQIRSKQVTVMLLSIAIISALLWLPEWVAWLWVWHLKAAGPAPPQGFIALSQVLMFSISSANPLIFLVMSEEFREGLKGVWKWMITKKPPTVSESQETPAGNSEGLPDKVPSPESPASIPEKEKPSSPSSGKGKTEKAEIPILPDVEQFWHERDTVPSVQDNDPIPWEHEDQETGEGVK
FBW7 act: FBW7 E3 ligase activators, primary screen, biochemical, AlphaScreen, human; AlphaScreen FBW7–phospho-cyclin E peptide binding, activator screen; F-box/WD repeat-containing protein 7 (Homo sapiens), Q969H0; normalized activity (activation), % at 26.1 µM; 0.13% of 650,000 active; in the data active means normalized activity above about 1.9%;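 further: purified mutant Fbw7 with reduced substrate affinity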
MITF inh: MITF inhibitors, primary screen, biochemical, AlphaScreen, human. inhibition, % at 2.6 µM. 0.91% of 650,000 active. AlphaScreen MITF homodimerization, bead proximity signal. Microphthalmia-associated transcription factor (Homo sapiens), O75030. AID 1259374, 2018; in the data active means inhibition above about 50%;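 further: 0% = vehicle wells with protein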
Target sequence (O75030 whole entry, looked up): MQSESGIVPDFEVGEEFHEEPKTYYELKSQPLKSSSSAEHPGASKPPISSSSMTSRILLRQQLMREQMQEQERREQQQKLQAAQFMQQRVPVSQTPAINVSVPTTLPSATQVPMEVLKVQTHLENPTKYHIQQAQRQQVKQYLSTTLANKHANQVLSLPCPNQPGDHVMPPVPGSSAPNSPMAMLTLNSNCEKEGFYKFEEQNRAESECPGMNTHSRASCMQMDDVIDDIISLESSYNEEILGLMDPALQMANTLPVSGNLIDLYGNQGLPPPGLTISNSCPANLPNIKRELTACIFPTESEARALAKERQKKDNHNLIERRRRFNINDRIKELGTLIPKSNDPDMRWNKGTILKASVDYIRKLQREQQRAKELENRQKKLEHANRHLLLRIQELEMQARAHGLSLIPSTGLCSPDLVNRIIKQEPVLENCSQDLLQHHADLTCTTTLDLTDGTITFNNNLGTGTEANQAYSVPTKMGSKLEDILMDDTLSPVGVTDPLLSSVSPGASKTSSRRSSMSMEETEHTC
TEAD-YAP block: TEAD-YAP interaction inhibition, primary screen, TEAD-YAP interaction inhibitor project, luminescence, HEK-TIYL cells; TEAD-Gal4/YAP UAS-luciferase luminescence; inhibition, % at 9.12 µM; AID 1259422, 2018; 1.4% of 640,000 active; in the data active means inhibition above about 32%;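 further: 0% = median of test compound wells and 100% = reference inhibitor wells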
* marks the source's active call; other numbers are inactive results; x = not tested or not shown; & = joins results of further samples.

Values in the order: MITF inh	GPR151 activ	FBW7 act	TEAD-YAP block
> O=C(Nc1ccc(Cl)cc1)c1cc2nc(-c3ccc4c(c3)OCO4)cc(C(F)(F)F)n2n1
 : 23	-0.5	0.3	-10
> CC1=NN(c2ccccc2)C(=O)/C1=C\c1cn(-c2ccccc2)nc1-c1ccccc1
 : 10	0.0	0.3	1
> Cc1c(Br)c([N+](=O)[O-])nn1CC(N)=O
 : -13	0.2	0.1	-8
> COc1ccc(N2CC(C(=O)OCC(=O)Nc3cccc(Cl)c3C)CC2=O)cc1 (stereo not drawn)
 : 2	2.7	0.0	3
> CN(Cc1ccccc1)C1=CC(=O)C(C(C)(C)C)=CC1=O
 : 25	-0.2	-0.4	6
> Cc1ccc(-c2nc(NCC3COc4ccccc4O3)c3ccccc3n2)cc1 (stereo not drawn)
 : 5	-0.7	0.1	-11
> Cc1cccc(-c2noc(C3CCN(S(=O)(=O)c4ccc(Cl)cc4)CC3)n2)c1
 : 6	-0.1	-0.1	-3
> N#Cc1ccccc1OCC(=O)N/N=C/c1ccc([N+](=O)[O-])cc1
 : 10	0.0	0.3	9
> Cc1ccc(NC(=O)CC2Sc3ccccc3NC2=O)cc1C (stereo not drawn)
 : -1	0.2	0.0	-3
> COC(=O)c1ccccc1NC(=S)NC(=O)COc1ccc(C)cc1
 : -1	-1.3	0.1	-9
> Cc1sc2ncc(C(=O)NC(CO)CC(C)C)c(=O)n2c1C (stereo not drawn)
 : 10	-0.7	0.1	0
> O=C1CC2(CCN(C(=O)N3CCCC3)CC2)Oc2ccc(F)cc21
 : -9	0.9	1.6	-1
> CCOc1cc(C2/C(=C(/O)c3ccccc3)C(=O)C(=O)N2CC(C)O)ccc1O (stereo not drawn)
 : 19	-0.7	0.2	5
> O=C(Nc1c2c(nn1-c1ccc(F)cc1)CS(=O)(=O)C2)c1ccc(S(=O)(=O)N2CCCC2)cc1
 : -11	1.8	0.1	-8
> CN1C(=O)C(=Cc2nc3ccccc3c(=O)n2-c2ccc([N+](=O)[O-])cc2)c2cc(Br)ccc21
 : -4	3.8	-0.1	-4
> Cc1ccccc1C1(CC(=O)N(C)Cc2ccn[nH]2)CC(=O)N(Cc2ccncc2)C1=O (stereo not drawn)
 : 8	1.2	-0.1	6
> O=c1[nH]c2cc3ccccc3cc2nc1-c1ccccc1NCc1ccc(Br)cc1
 : 2	-0.4	0.2	2
> O=c1[nH]c2ccccc2c2oc(-c3ccccc3)nc12
 : 18	-0.8	0.2	8
> COc1ccc2c(CNC3CCCC(C)C3C)c(C(=O)O)n(Cc3ccccc3F)c2c1 (stereo not drawn)
 : 2	1.0	-0.2	3
> CC(C)CN1Cc2cccc(C(=O)O)c2C1=O
 : 19	-1.2	0.6	-2
> O=C1C/C(=N\NC(=O)c2cc(-c3ccncc3)nc3ccccc23)c2ccccc21
 : 9	1.6	-0.1	20
> CC1=CC(C(F)(F)F)(C(F)(F)F)C(C#N)=C(N)N1c1sc2c(c1C#N)CCCC2
 : 6	3.4	0.3	10
> O=C(CCN1CCOCC1)Nc1ccc(OC(F)(F)F)cc1
 : 8	-0.7	-0.1	-20
> CNC(=O)C1Cc2ccccc2N1S(=O)(=O)c1ccc(OC)c(C)c1 (stereo not drawn)
 : -15	-1.5	0.1	-11
> CCSc1cnn(C2CCCCC2)c(=O)c1Cl
 : -12	-0.8	0.1	-3
> CC1(C)C2CC=C(/C=N/NC(=S)Nc3cccnc3)C1C2 (stereo not drawn)
 : 0	1.1	-0.1	-1
> CCSc1nnc(NC2=NCCC2)s1
 : 15	-1.8	0.3	-46
> COc1ccc(CCN2C(=O)CN(Cc3ccccc3)CC2=O)cc1OC
 : 17	0.3	0.0	1
> O=C(C1CCN(c2nnnn2-c2ccccc2)CC1)N1CCc2ccccc2C1
 : -7	-0.3&0.5	0.6	-6
> CC(C)(C)c1ccc(OCC(=O)NCCN2CCOCC2)cc1
 : -1	4.9	0.0	0
> Cc1cccc(C2=NN3C(=N)/C(=C\c4ccc([N+](=O)[O-])o4)C(=O)N=C3S2)c1
 : 12	1.1	-0.1	-1
> CCCCC(=O)NC1(C(F)(F)F)NC(=O)N(C2CCCCC2)C1=O (stereo not drawn)
 : 11	-0.6	0.0	3
> COc1ccc(/C=C/C(=O)c2cc([N+](=O)[O-])ccc2O)cc1OC
 : 4	1.1	-0.1	-56
> CC(=O)N(C)C1=C(Cl)C(=O)c2ccccc2C1=O
 : -5	0.4	-0.5	-11
> COCCn1nnnc1C(CC(C)C)N1CCN(C(=O)c2ccco2)CC1 (stereo not drawn)
 : 21	0.6	0.3	0
> O=C(CCCn1c(SCc2cc(=O)n3cc(Cl)ccc3n2)nc2ccccc2c1=O)NCc1ccccc1Cl
 : -12	0.4	0.1	-3
> O=C(CCn1c(=O)sc2ccccc21)Nc1nccs1
 : -6	-0.1	-0.1	-37
> COC(=O)CSC1=C(C#N)C(c2ccccc2F)CC(=O)N1 (stereo not drawn)
 : -1	-1.3	0.1	-12
> COc1ccc(N2C(=O)C3C(c4cccc(Br)c4)OC4(C(=O)c5ccccc5C4=O)C3C2=O)cc1 (stereo not drawn)
 : 81*	-0.4	0.1	5
> CCn1nnc(-c2ccccc2NS(=O)(=O)c2ccc(C(C)(C)C)cc2)n1
 : -7	-1.4	0.2	-11
> O=C(Nc1c2c(nn1-c1ccc(Cl)cc1)CSC2)c1c(F)cccc1F
 : -1	-0.8	0.0	4
> CC1=C(C(=O)Nc2ccc(Br)cn2)C(c2cc([N+](=O)[O-])ccc2Cl)C2=C(CCCC2=O)N1 (stereo not drawn)
 : 30	-0.2	0.0	9
> CC1CN(C(=O)c2ccc(C(F)(F)F)cc2)CC(C)O1 (stereo not drawn)
 : 13	0.4	-0.1	6
> COc1ccc(NC(=O)N2CCN(Cc3nnnn3-c3ccc(F)cc3)CC2)c(OC)c1
 : -4	-1.3	-0.2	4
> O=C(CSc1nc2cc(C(=O)N3CCCC3)ccc2c(=O)n1-c1ccccc1)c1ccccc1
 : -7	-0.5	-0.1	18
> CCN(CC)CCCNC(CC(=O)c1ccc(Br)cc1)C(=O)O (stereo not drawn)
 : 25	-2.5	0.2	0
> O=C(c1ccno1)N1CCCC(c2ncncc2-c2ccncc2)C1 (stereo not drawn)
 : 9	1.3	0.1	3
> COc1ccc(NC(=O)c2ccc3c(=O)n(-c4ccccc4)c(SCC(=O)c4ccccc4)nc3c2)cc1OC
 : 21	-0.1	-0.1	14
> CCOC(=O)c1ccc(NC(=O)Nc2cnn(Cc3c(F)cccc3Cl)c2)cc1
 : 13	0.5	0.2	-8
> COc1cc(/C=N/NC(=O)COc2cccc(C)c2)cc(OC)c1O
 : -1	-1.1	0.1	-14
> COc1cccc(N=c2ssc3c2-c2ccc(C)cc2NC3(C)C)c1
 : -1	0.1	-0.5	4
> Cc1cc(Cn2cnc3ccccc32)c(C)cc1Cn1cnc2ccccc21
 : 8	0.5	0.0	36*
> O=C(CNC(=O)c1cccc(Cl)c1)N=Nc1c(O)[nH]c2ccccc12
 : -4	-0.3	-0.2	-8
> O=C(CSc1nnc(-c2cccs2)n1-c1ccccc1)Nc1ccc(Cl)cc1
 : 14	1.0	0.1	4
> Cc1ccc(/C=N/NC(=O)COc2ccc(Cl)cc2)o1
 : 21	-0.7	0.1	6
> CCN(CC)CCN1C(=O)C(=O)/C(=C(\O)c2ccc(Br)cc2)C1c1ccc([N+](=O)[O-])cc1 (stereo not drawn)
 : 21	0.3	0.0	-6
> NC(=O)c1ccc(NCCc2c[nH]c3ccccc23)c([N+](=O)[O-])c1
 : 5	0.5	-0.1	5
> CCCC(Nc1ccccc1)N1C(=O)CCC1=O (stereo not drawn)
 : -16	-0.2	0.0	8
> CCC(C)(C)NC(=O)Cc1ccc(F)cc1
 : 12	0.4	0.3	2
> Cc1cccnc1C(NC(=O)C1CCN(C(=O)c2cccs2)CC1)c1ccccc1 (stereo not drawn)
 : 4	-0.5	0.4	5

The list continues:
Values in the order: MITF inh	GPR151 activ	FBW7 act	TEAD-YAP block
> O=C(CCCc1ccccc1)Nc1ccc(O)cc1C(=O)O
 : 4	-1.5	0.3	9
> CCn1nnc(NC(=O)COc2ccc(C)cc2C)n1
 : -6	0.7	0.4	-9
> O=C(/C=C/Nc1ccc(F)c(Cl)c1)c1ccccc1
 : -3	0.6	-0.1	-38
> CN(C)S(=O)(=O)c1ccc(NC(=O)c2nc(Cl)c(Cl)c(Cl)c2Cl)cc1
 : 0	-0.9	-0.1	-23
> C/C(=N/NC(=O)c1cncc(Br)c1)c1ccco1
 : 7	-0.2	-0.1	-4
> Cc1ccccc1Nc1nnc(SCC(=O)Nc2ccc3[nH]c(=O)[nH]c3c2)s1
 : -3	-1.3	-0.1	-6
> COc1ccc(-c2cnc3ccc(NCc4ccco4)nn23)cn1
 : -6	0.0	0.2	4
> COc1ccccc1COCC(O)CNC(C)(C)C (stereo not drawn)
 : 39	0.8	-0.1	10
> CC(C)(C)c1cc(NC(=O)c2ccc3c(c2)S(=O)(=O)c2ccccc2C3=O)on1
 : 5	-0.7	0.1	-2
> Cc1ccc(Nc2ncnc3c2cnn3-c2ccc(Cl)cc2)c(C)c1
 : 17	-1.1	0.1	-18
> O=C(N/N=C/c1ccncc1)c1cc(-c2ccco2)[nH]n1
 : 3	-1.1	0.2	0
> CC(=O)NS(=O)(=O)c1ccc(NC(=O)C(F)(F)F)cc1
 : 5	-1.0	0.0	2
> COc1cccc(NC(=O)CSc2nc3cc(C(=O)NCCc4ccc(OC)c(OC)c4)ccc3c3nc4ccccc4n23)c1
 : -7	-0.6	0.1	14
> O=C(Cc1ccc([N+](=O)[O-])cc1)Nc1c(Cl)cccc1Cl
 : 9	-2.2	0.0	7
> COc1ccc(/C(C)=N\NC(=O)COc2ccc(C)cc2[N+](=O)[O-])cc1OC
 : 1	7.4*	0.0	-3
> CCNCc1cc(OC)c(OC)cc1OC
 : -2	-1.1	-0.3	8
> CCOc1cccc2c1OC1(C)C(C(=O)N(C)C)C2NC(=S)N1CCc1ccc(OC)c(OC)c1 (stereo not drawn)
 : 10	-0.6	0.1	4
> COC(=O)c1ccc(-c2cccc3c2OC(CNC(=O)[C@@H]2CCC(=O)N2)C3)nc1 (stereo partly drawn)
 : -6	-0.3	-0.1	10
> Cc1nnc2c(NCCCN3CCN(Cc4ccccc4)CC3)nc3ccccc3n12
 : 5	0.9	1.2	5
> O=C(N/N=C/c1cccc(Cl)c1)C(=O)N1CCCCC1
 : -1	-0.7	0.0	4
> COc1ccc(OCCCC(=O)OCc2nc3ccccc3s2)cc1
 : -3	0.9	0.2	-25
> COc1ccc(/C=C/C(=O)NC(N)=O)cc1
 : 8	0.8	0.1	-13
> Cc1nc2c(ncn2-c2ccccc2)c(=O)n1NC(=O)CN1CCCC1
 : 7	-0.4	0.3	8
> O=C(O)CCC(=O)Nc1ccc(Cl)c(C(=O)O)c1
 : 6	-1.0	0.0	9
> O=C(OCc1ccccc1)c1cc(NS(=O)(=O)c2cccs2)ccc1O
 : 10	0.1	0.2	6
> CCCCn1c(=O)c2oc3ccccc3c2n(CC(=O)Nc2ccccc2OCC)c1=O
 : -15	-0.6	-0.2	0
> O=C(NC(NCC12CC3CC(CC(C3)C1)C2)(C(F)(F)F)C(F)(F)F)c1ccco1
 : 0	-1.0	0.0	6
> Fc1ccc(C2Oc3ccccc3C3=C2C(c2ccccc2)n2ncnc2N3)cc1 (stereo not drawn)
 : -3	0.1	-0.1	1
> CCOC(=O)c1sc(N2C(=O)C(O)=C(C(=O)c3ccco3)C2c2ccccc2)nc1C (stereo not drawn)
 : 2	-0.1	0.1	13
> COc1ccc(O[C@H]2C=C[C@@H](c3ccccc3)O[C@@H]2CO)cc1
 : 8	1.5	-0.1	x
> CCOc1ccc(OC(=O)Cn2cnc3sc4c(c3c2=O)CCCC4)cc1
 : 6	-0.6	-0.1	-3
> Cn1c(=O)[nH]c2nc(Cl)c(Cl)cc21
 : -9	-0.5	-0.1	-3
> Cc1ccc(S(=O)(=O)NN2CC(=O)Nc3ccccc32)cc1
 : 11	1.4	0.1	16
> CC(C)Cc1cc(C(=O)Nc2sc3c(c2C(N)=O)CCCC3)no1
 : 0	-0.8	-0.1	12
> CN(Cc1ccccc1)C(=O)CN1C(=O)c2ccc([N+](=O)[O-])cc2C1=O
 : -2	-1.2	0.1	6
> CCn1c(=O)c2cc(C(=O)Nc3ccc4c(c3)OCCO4)sc2c2ccccc21
 : -19	0.3	0.2	-9
> CC(C)N(CCNc1nc(-c2ccc(N3CCN(C)CC3)cc2)nc2c1ncn2C(C)C)C(C)C
 : 13	0.4	0.2	39*
> CCNC(=O)CC1C(=O)N(Cc2cccs2)C(=S)N1Cc1ccc(OC)cc1 (stereo not drawn)
 : -1	-1.0	0.6	17

Full records from above. Values in the order: MITF inh | GPR151 activ | FBW7 act | TEAD-YAP block
Cc1ccc(S(=O)(=O)NN2CC(=O)Nc3ccccc32)cc1 in the list: 11 | 1.4 | 0.1 | 16
COc1ccc(/C(C)=N\NC(=O)COc2ccc(C)cc2[N+](=O)[O-])cc1OC in the list: 1 | 7.4* | 0.0 | -3

Given field by field: part of the list above
CC(C)Cc1cc(C(=O)Nc2sc3c(c2C(N)=O)CCCC3)no1
  MITF inh = 0
  GPR151 activ = -0.8
  FBW7 act = -0.1
  TEAD-YAP block = 12

CN(Cc1ccccc1)C(=O)CN1C(=O)c2ccc([N+](=O)[O-])cc2C1=O
  MITF inh = -2
  GPR151 activ = -1.2
  FBW7 act = 0.1
  TEAD-YAP block = 6

Assay outcomes deposited in PubChem BioAssay by The Scripps Research Institute Molecular Screening Center.
